# HTRA1 inh: HTRA1 (human) protease inhibition. Q92743. recombinant HTRA1, FP-rhodamine activity-based probe, fluorescence polarization. inhibition, % at 5.96 µM. 0.5% of 340,000 active; in the data active means inhibition above about 36%;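 further: 0% = enzyme with DMSO and 100% = wells lacking enzyme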
# Target sequence (Q92743 whole entry, looked up): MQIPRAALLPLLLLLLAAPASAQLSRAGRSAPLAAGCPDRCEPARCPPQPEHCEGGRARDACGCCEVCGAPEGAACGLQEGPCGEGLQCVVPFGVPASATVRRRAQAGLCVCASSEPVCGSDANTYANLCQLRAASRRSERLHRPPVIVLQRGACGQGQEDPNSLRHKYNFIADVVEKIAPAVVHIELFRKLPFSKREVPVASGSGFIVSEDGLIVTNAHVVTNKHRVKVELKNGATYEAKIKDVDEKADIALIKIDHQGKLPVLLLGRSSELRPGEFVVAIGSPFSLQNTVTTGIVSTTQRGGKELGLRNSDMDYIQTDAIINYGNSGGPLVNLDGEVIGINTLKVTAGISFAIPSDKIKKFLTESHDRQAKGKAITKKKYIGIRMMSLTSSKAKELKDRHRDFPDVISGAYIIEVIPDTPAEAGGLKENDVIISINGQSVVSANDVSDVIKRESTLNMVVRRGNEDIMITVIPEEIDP
# GC-A act: GC-A (human) enzyme activation | P16066 | HEK293 GC-A cells, cGMP TR-FRET, EC30 ANP; 0% at EC30 ANP, 100% saturating ANP | activation, % at 10 µM | 0.14% of 370,000 active; in the data active means activation above about 40%
# PG9 Ab binder: PG9 antibody binding by small molecule; TR-FRET gp120-PG9 antibody binding; 0.43% of 360,000 active; inhibition, % at 6.7 µM; in the data active means inhibition above about 8.5%
# ASAP1 inh: blocks human ASAP1-stimulated Arf1 GTP hydrolysis; GDP FP detection; inhibition, % at 16.5 µM; AID 624377; Q9ULH1; 0.19% of 360,000 active; in the data active means inhibition above about 25%;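 further: 0% = vehicle with enzyme and substrate and 100% = no enzyme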
# GC-B act: GC-B (human) receptor activation. activation, % at 10 µM. HEK293-GC-B cells, CNP EC30, cGMP TR-FRET; 0% at EC30 CNP, 100% saturating CNP. P20594. 0.11% of 370,000 active;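 active means activation at 10 µM reaching about 35% in either raw or pattern-adjusted values, limit read from the data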
# rCAG RNA binder: binds r(CAG) RNA repeats; r(CAG) RNA repeat, TO-PRO-1 dye displacement fluorescence; inhibition, % at 3 µM; 1.3% of 370,000 active;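 active means inhibition above the plate cutoff, the mean of all test compounds on that plate plus 3 SD, cut at about 35% in these data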;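 further: 0% = DMSO alone and 100% = 100 µM mitoxantrone as full dye displacement; higher means more dye released from RNA so lower well fluorescence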
# SMARCA2 activ: SMARCA2 function activation, primary screen | MG213 cells, MMTV-luciferase reporter, dexamethasone, overnight | activation, % at 9.1 µM | 1% of 370,000 active; in the data active means activation above about 7.8%;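 further: 0% = vehicle wells and 100% = reference activator wells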
# mABHD4 FP: ABHD4 (mouse) inhibition, primary FP screen; Q8VD66; purified mABHD4, FP-Rh probe fluorescence polarization; inhibition, % at 8.92 µM; 0.54% of 370,000 active; AID 720543;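 active means inhibition exceeding the mean over every tested compound plus 3 SD, cut at about 30% in these data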;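 further: 0% = plate median of compound wells and 100% = S159A mutant with DMSO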
#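 system = mouse ABHD4 enzyme, wild type | medium = HEPES pH 7.0, NaCl, Pluronic buffer | also added = FP-Rh probe | incubation = Enzyme–compound pre-incubation 45 min, then probe 60 min, both 25 °C | technique = fluorescence polarization, excitation 525 nm, emission 598 nm, BODIPY TMR filters | controls = S159A mutant high control, sample median low control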
# NR1D1 modulator: modulates human Rev-erb alpha binding to DNA | P20393 | Rev-erbα–FITC-DNA binding, fluorescence polarization, 90 min | activity, % at 10 µM | 0.79% of 370,000 active | AID 1259318;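 active means activity above about 14%, limit read from the data; passing the limit was not always enough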;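 further: 0% = DMSO wells with 35 nM protein and 100% = DMSO wells with 750 nM protein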
# Target sequence (P20393 whole entry, looked up): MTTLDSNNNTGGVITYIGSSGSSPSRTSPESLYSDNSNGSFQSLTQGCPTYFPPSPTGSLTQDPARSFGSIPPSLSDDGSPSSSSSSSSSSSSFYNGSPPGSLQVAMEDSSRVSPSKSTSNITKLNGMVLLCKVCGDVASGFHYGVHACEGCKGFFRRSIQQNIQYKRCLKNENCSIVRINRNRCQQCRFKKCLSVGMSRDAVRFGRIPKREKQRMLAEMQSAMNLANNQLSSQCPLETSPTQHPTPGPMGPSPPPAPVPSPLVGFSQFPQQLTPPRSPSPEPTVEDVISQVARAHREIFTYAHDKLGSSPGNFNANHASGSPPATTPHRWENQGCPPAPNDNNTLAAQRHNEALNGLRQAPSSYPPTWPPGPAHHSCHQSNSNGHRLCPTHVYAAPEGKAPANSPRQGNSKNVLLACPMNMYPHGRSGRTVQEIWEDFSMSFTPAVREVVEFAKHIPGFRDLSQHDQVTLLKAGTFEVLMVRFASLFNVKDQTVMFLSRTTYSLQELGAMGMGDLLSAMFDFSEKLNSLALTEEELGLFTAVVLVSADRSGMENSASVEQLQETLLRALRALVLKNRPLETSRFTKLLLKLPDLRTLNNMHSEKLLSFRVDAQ
# ARFGAP1 inhibitor: inhibits rat ARF GTPase activating protein 1; AID 651572; inhibition, % at 16.5 µM; 0.26% of 360,000 active; Arfgap1-stimulated ARF1 GTP hydrolysis, GDP FP detection;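 active means inhibition above a per-plate limit, mean inhibition of low control wells plus 3 SD, cut at about 25% in these data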;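 further: 0% = DMSO wells with enzyme and 100% = wells lacking Arfgap1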
#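 Material: rat Arfgap1 GAP domain (His6, aa 1-136), purified enzyme. Also added: human ARF1(Δ1-17)-GTP substrate. Compound dosing: 16.5 µM single point, 1.26% DMSO. Timing: enzyme reaction 120 min at 25 °C after 20 min preincubation. Signal: GDP detection by fluorescence polarization. Read-out basis: percent inhibition of GAP-stimulated GDP formation, scaled between DMSO and no-Arfgap1 medians.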
# * = called active by the depositor; / = no result given.
SMILES,HTRA1 inh,GC-A act,PG9 Ab binder,ASAP1 inh,GC-B act,rCAG RNA binder,SMARCA2 activ,mABHD4 FP,NR1D1 modulator,ARFGAP1 inhibitor
CCCCCCN1CCN(C2CN(CCc3ccccc3)S(=O)(=O)C2)CC1 (configuration not stated),/,-1.3,1.4,3.6,1.4,-0.3,-3.9,8.5,-0.5,-14.0
CCOC(=O)C1=C(C)OC(N)=C(C#N)C1c1cc(SCC)oc1C (configuration not stated),0.9,-9.7,2.4,-18.7,-3.2,-2.6,-0.3,1.1,-5.3,-8.2
O=C(CCNS(=O)(=O)c1cccs1)NCc1cccs1,4.8,1.7,0.3,-8.4,1.4,-1.6,-1.1,-7.2,-2.0,7.6
COc1ccc(NC(=O)c2cc(-c3cc(F)ccc3OC(C)C)n[nH]2)c(C)c1,/,55.6*,-2.0,6.4,61.0*,5.2,0.4,-14.2,2.9,8.3
Cc1ccc(C2C3=C(CCCC3=O)OC3=C2C(=O)CCC3)cc1,8.4,-6.2,-1.1,-18.2,-2.3,-4.3,-1.6,4.1,-3.5,1.9
COc1ccc(-c2cc3c(=O)n(CC(=O)Nc4cccc(Cl)c4)nc(C)n3n2)cc1,2.4,0.3,-0.2,17.6,-2.5,4.5,-2.9,-3.3,10.1,11.0
O=C(O)c1nn(-c2ccccc2)nc1-c1nn(-c2ccccc2)nc1C(=O)O,5.4,-1.2,0.1,-8.9,-0.3,3.4,0.1,0.8,0.5,7.2
CCc1cccc(CC)c1NC(=S)N1CCn2cccc2C1c1ccncc1 (configuration not stated),1.8,-1.6,-0.3,-7.8,-3.5,2.2,-1.3,2.5,-5.7,4.2
Cc1ccccc1C(=O)N1CCC(C(=O)Nc2ccccn2)CC1,-5.7,2.6,1.4,-4.3,3.8,-7.4,-1.1,2.1,-4.0,10.9
O=C1O[C@@H](c2ccccc2)C[C@@H](O)C(=O)CCCc2ccccc21,/,-10.2,-1.4,-4.0,-2.4,2.0,-4.3,3.0,-4.4,-6.1
CCc1nnc(NC(=O)CSc2nnc(-c3cccnc3)n2CCc2ccccc2)s1,-3.4,1.8,0.3,3.3,-2.2,5.5,-2.3,-1.0,-3.0,-11.5
Cc1nc(SCC2(C)CC2(Cl)Cl)n[nH]1 (configuration not stated),5.6,2.0,-0.3,4.0,5.4,-1.7,-2.8,0.8,2.0,-14.0
CNC(=S)N/N=C(\C)c1ccc(Cl)c(Cl)c1,-9.3,-5.6,-2.5,-2.5,-4.0,-2.6,-4.8,-3.4,-1.0,-14.8
COc1ccccc1-c1nc(SCc2ccccn2)n[nH]1,6.9,2.9,-1.8,1.1,4.0,-1.2,-1.7,-1.8,-4.3,-10.5
COc1ccc(/C=N/NC(=O)Cn2nc(C)c([N+](=O)[O-])c2C)cc1,3.5,-8.7,0.7,1.7,3.0,-0.1,0.6,1.3,-3.3,8.2
CC1(C)CC(=O)C(C2C3=C(CC(C)(C)CC3=O)Oc3c(Br)cc(Br)cc32)=C(O)C1 (configuration not stated),2.3,-1.6,-1.7,6.5,5.8,-5.3,3.4,-7.5,-2.2,16.1
CC1CCN(CC(=O)NNC(=O)c2cccc(Br)c2)CC1,-1.5,-2.8,-2.0,5.0,-0.7,-1.6,-3.6,-1.1,-3.0,-5.0
O=C(Nc1cccnc1)c1ccc(Br)s1,-3.2,1.4,1.4,9.5,8.3,1.2,-2.4,-0.1,2.2,-6.0
COc1ccc(CNn2c(-c3cccc(C)c3)nc3ccccc3c2=O)cc1OC,-9.7,3.6,1.4,-3.9,7.0,-5.9,2.8,3.5,-0.2,13.3
COc1ccc(Cl)c2sc(NC(=O)C3=COCCO3)nc12,-7.4,-6.9,-2.5,-4.4,-11.1,8.2,1.4,-4.9,4.0,9.2
Cc1cc(C(=O)Cn2nc(C(=O)O)c3ccccc3c2=O)c(C)n1CCc1ccc(F)cc1,-49.2,3.8,-0.3,13.8,5.8,2.2,1.6,-10.8,-3.4,-12.6
CC(=O)NC(Cc1ccccc1)C(=O)NC1CCN(c2ncccc2[N+](=O)[O-])CC1 (configuration not stated),2.2,-9.3,3.7,7.5,2.2,-5.2,-0.4,-4.8,-1.1,-9.0
CCN(CC(=O)Nc1ccc(OC)cc1)C(=O)c1ccc(N2CCCC2=O)cc1,8.0,2.3,-1.1,-7.5,1.8,-1.0,1.6,-0.2,3.4,7.0
COc1ccc(-n2nc(C)c3sc(C)nc3c2=O)cc1,10.6,9.4,-1.1,8.6,-3.0,-1.2,2.8,0.7,-7.8,-1.1
Cc1cccc(C)c1NC(=O)c1cc(S(=O)(=O)N2CCC3(CC2)OCCO3)ccc1F,2.2,0.6,1.1,2.0,1.4,2.5,0.0,-7.3,3.4,8.7
# Next part
SMILES,HTRA1 inh,GC-A act,PG9 Ab binder,ASAP1 inh,GC-B act,rCAG RNA binder,SMARCA2 activ,mABHD4 FP,NR1D1 modulator,ARFGAP1 inhibitor
CCCC(=O)N(CCN1CCOCC1)c1nc2ccc(OCC)cc2s1,-1.6,-0.8,0.6,7.0,-0.1,-3.2,-0.3,4.8,-4.6,-2.9
Cc1ccc(S(=O)(=O)N(C)C)cc1NC(=O)/C=C/c1cccs1,-12.9,4.7,-1.4,6.9,3.9,0.2,7.1,1.3,-5.7,10.4
Nc1ccccc1Nc1nc2ccccc2[nH]1,10.0,-10.6,-4.2,8.3,-7.8,5.5,1.2,14.2,-3.7,1.7
CCc1ccc(OCC(=O)NNC(=S)NC(=O)C2CC2)c(Br)c1,-3.0,-0.2,-2.5,11.2,5.2,15.6,-0.8,0.9,-3.8,-5.6
COc1ccc2c(c1[N+](=O)[O-])CCC/C2=N/OC(=O)c1cccc2ccccc12,5.5,-2.7,-1.2,5.9,3.2,7.0,-0.8,-3.4,-0.4,-9.9
CCOC(=O)c1sc2cc([N+](=O)[O-])cc(SCC(=O)OC)c2c1N,-3.0,3.5,-2.1,-6.8,-3.6,20.8,-3.2,27.3,-1.8,8.8
O=C(Cn1ccc2ccccc2c1=O)NCCC(=O)N1CCN(c2cccc(Cl)c2)CC1,0.4,-1.1,-1.4,-5.0,0.7,-3.6,2.9,-1.3,1.4,-4.2
CC1(C)CC2(CCO1)C(Nc1ccccc1)=NC(=S)N2c1ccccc1 (configuration not stated),/,-1.7,-1.8,2.8,-3.6,-8.3,0.8,13.5,7.5,7.0
Cc1ccc([N+](=O)[O-])cc1S(=O)(=O)N1CCNCC1,2.2,-3.1,0.6,-4.9,-2.9,-0.9,0.4,10.1,0.6,-2.8
Cc1csc2c(C#N)c(=O)c3c(n12)CCC3,-0.2,-7.6,1.6,15.3,-8.1,1.7,3.3,2.1,-0.9,3.7
O=C(Cn1cnc2c(nnn2Cc2ccc(F)cc2)c1=O)N1CCN(c2ccccc2)CC1,-2.3,-1.1,-1.7,6.1,-2.3,-1.0,2.2,-3.3,3.4,14.4
Cc1ccc(Oc2nccc(-c3ccc(Cl)cc3)n2)cc1,-1.9,5.1,0.7,-5.5,-3.4,2.0,1.7,-3.2,47.1*,-3.6
COc1ccc(N2CCN(c3ncccc3C#N)CC2)cc1,-5.3,-3.5,-0.8,-10.8,5.2,-5.6,-0.4,-4.2,-1.5,0.0
COc1cccc(C=Nc2ccc(C)c(F)c2)c1O,1.5,5.8,-3.7,1.5,5.2,0.7,-0.2,-3.6,-1.7,3.2
CCN(Cc1ccccc1)C(=O)COC(=O)[C@@H]1CCCN1C(=O)c1cccs1,7.2,-0.9,1.2,21.0,-2.3,-1.1,-6.6,-1.4,-4.3,14.3
Oc1ccc(N=Cc2sc3ccccc3c2Cl)cc1,65.8*,-6.8,-11.0,-6.2,-8.4,5.8,6.8,88.4*,-1.6,1.1
CCOc1cccc(=O)c2c(C)n(CC3CCCO3)c(C)c12 (configuration not stated),16.0,2.2,-2.7,-4.4,3.4,17.2,-1.2,15.4,0.1,-13.8
COc1cc2ccccc2cc1C(=O)N1CC(C)CC(C)C1 (configuration not stated),-11.3,-2.7,-0.6,1.4,-4.0,-9.0,-1.8,-0.7,0.5,-6.5
COc1ccc2c(c1OC)C(=O)OC2Nc1nc(-c2ccc(-c3ccccc3)cc2)cs1 (configuration not stated),-17.5,8.1,-1.0,-0.9,-2.8,10.7,3.4,2.8,4.1,5.0
CC(=O)c1cccc(OCc2cc(C(=O)NCc3nc(C)c(C)s3)no2)c1,-12.2,-1.3,1.1,-13.2,0.4,0.2,6.0,-3.7,-4.1,15.8
Cc1oc(-c2ccc(Cl)cc2)nc1CSCC(=O)NC1CCN(Cc2ccccc2)CC1,-0.5,0.6,-1.9,-6.2,-1.7,-8.6,-2.7,6.2,1.9,6.1
COC(=O)[C@]12C[C@H](CC(=O)NCc3ccc(OC)c(OC)c3)C(=O)N(Cc3ccco3)C1=C[C@H](C(C)C)O[C@@H]2C1CC1,/,2.3,/,/,9.9,3.4,-1.1,3.0,0.8,/
CCOC(=O)c1c2n(c3ccc(O)cc13)CCCCC2,-8.2,-0.4,-0.1,13.5,-10.4,-2.6,1.8,6.4,-3.2,2.7
Cc1cccn2cc(COc3cccc([N+](=O)[O-])c3)nc12,-0.8,-14.0,-2.5,5.4,-9.4,-2.2,6.8,-2.5,4.0,-3.5
CCOC(=O)c1[nH]cnc1C(=O)Nc1ccccc1C,-0.6,2.3,-0.6,-2.5,4.5,0.6,-2.4,0.8,4.9,0.7
O=C(O)c1ccc(NC(=S)NC(=O)C(c2ccccc2)c2ccccc2)cc1,-12.1,-1.6,-2.3,-2.8,2.6,30.9,4.2,-30.9,-9.4,-4.1
CC(=O)c1c(O)cc2n(c1=O)-c1ccc(Cl)cc1C2(C)C,-6.5,-1.0,3.4,7.6,-1.9,4.5,-3.1,-3.6,2.6,2.3
Cc1cnccc1CNC(=O)C1CCC(=O)N(Cc2ccc(Cl)cc2)C1 (configuration not stated),2.7,3.6,0.2,-5.7,0.3,1.1,-1.5,2.2,-0.5,-12.1
CCOc1cc(S(=O)(=O)N2CCN(C(=O)c3ccco3)CC2)ccc1F,1.1,1.3,-1.1,-8.5,4.8,7.8,-1.1,3.5,-0.9,3.8
Cc1ccc(NC(=O)c2ccc(OC(=O)C(C)Oc3ccc(Cl)cc3C)cc2)cc1 (configuration not stated),-1.9,-3.2,-1.0,7.7,1.6,-1.4,11.2*,2.4,-0.8,7.9

# Already shown: 2 of the compounds above.
SMILES,HTRA1 inh,GC-A act,PG9 Ab binder,ASAP1 inh,GC-B act,rCAG RNA binder,SMARCA2 activ,mABHD4 FP,NR1D1 modulator,ARFGAP1 inhibitor
CCCC(=O)N(CCN1CCOCC1)c1nc2ccc(OCC)cc2s1,-1.6,-0.8,0.6,7.0,-0.1,-3.2,-0.3,4.8,-4.6,-2.9
Cc1ccc(S(=O)(=O)N(C)C)cc1NC(=O)/C=C/c1cccs1,-12.9,4.7,-1.4,6.9,3.9,0.2,7.1,1.3,-5.7,10.4

# Arranged by the number under HTRA1 inh (largest number first): some entries from above.
molecule | HTRA1 inh
CCOc1cccc(=O)c2c(C)n(CC3CCCO3)c(C)c12 (configuration not stated) | 16.0
Nc1ccccc1Nc1nc2ccccc2[nH]1 | 10.0
COc1ccc2c(c1[N+](=O)[O-])CCC/C2=N/OC(=O)c1cccc2ccccc12 | 5.5
Cc1ccc(Oc2nccc(-c3ccc(Cl)cc3)n2)cc1 | -1.9
CC(=O)c1cccc(OCc2cc(C(=O)NCc3nc(C)c(C)s3)no2)c1 | -12.2

# Screens deposited in PubChem BioAssay by several laboratories.
